Compound activity deposited in PubChem BioAssay by NCI.
All columns: NCI-60 one-dose screen, growth in % after 48 h at 10 µM unless noted; 100 = growth as untreated, 0 = no growth, -100 = all killed.
HL-60(TB) = HL-60(TB) leukemia cells; 78,000 tested, 9% active; active means growth percent below 10
* = called active by the depositor; & = joins results of further samples.

SMILES	HL-60(TB)
CCN1CCN(c2nc(NN3C(=O)c4cccc5cccc(c45)C3=O)nc(N3CCOCC3)n2)CC1	100
CC1(C)CC[C@]2(CO)CC[C@]3(C)C(=CC[C@@H]4[C@@]5(C)C/C(=C/c6cccnc6)[C@H](O)C(C)(C)[C@@H]5CC[C@]43C)[C@@H]2C1	44
Cn1cc(-c2ncnc3ccc(-c4cnc(Cl)c(NS(C)(=O)=O)c4)cc23)c2ccccc21	18
CC1(C)CC(=O)C(Cn2c(-c3ccccc3)nc3ccccc32)C(=O)C1	105
CC(Oc1ccc(C(=O)NS(=O)(=O)c2ccccc2Cl)cc1C(F)(F)F)c1ccc(Oc2ccccc2)cn1 (stereo unspecified)	100
Clc1ccc(Cn2ccc3nc(Cl)nc(Cl)c32)c(Cl)c1	91
Cc1noc(C)c1-c1cc(O)cc(C(O)c2ccccc2)c1 (stereo unspecified)	10
COc1cc(CC#N)c([N+](=O)[O-])cc1OC	93
CN(C)CCC(c1ccccc1)c1cc(Cl)ccn1 (stereo unspecified)	102
CN1CCCc2cc(/C=C3\SC(=S)N(c4cc(N)cc(C(=O)O)c4)C3=O)ccc21	99
COc1ccccc1NC(=O)Nc1cc(C(C)C)c(O)cc1C	94
Cc1ccc(CNc2ncnc3[nH]ncc23)cc1	84
Cc1ccc(C)n1-c1ccc(Cl)cc1	103
O=c1[nH]nc(-c2ccccc2NCc2ccccc2)c(=O)[nH]1	113
Nc1nnc(CCC(=O)Nc2nnc(-c3ccccc3)s2)s1	79
O=C(CN1CCCCC1)Nc1ccc(S(=O)(=O)c2ccc(NC(=O)CN3CCCCC3)cc2)cc1	104
Cc1cc([N+](=O)[O-])cc(C)c1OC(=O)Nc1c(Cl)cccc1Cl	104
CC(CN1c2ccccc2Sc2ccccc21)N(C)C (stereo unspecified)	96&118
CC(=NC1CCCCC1)c1ccc(O)cc1O	81
CC1([N+](=O)[O-])COP(=O)(Nc2ccccc2F)OC1 (stereo unspecified)	98
O=S(=O)(NCCNc1nccc(-n2cnc3ccccc32)n1)c1ccc(Br)cc1	114
COc1cc(NC(=O)Cn2c(-c3cncs3)nc3ccccc32)cc(OC)c1OC	109
C#Cc1ccc(NC(=O)Cc2ccc(/C=C/C(=O)c3nccn3C)cc2)cc1	17
COc1ccc2nc(-c3ccc(Cl)cc3)cc(-c3nnc(SC/C(=N/O)c4ccccc4)o3)c2c1	82
CCOc1ccccc1/C=C1\SC(=S)NC1=O	86

(list continues)
SMILES	HL-60(TB)
Cc1ncc(CO)c2c1OC(C)(C)OC2	101
CN(CSc1ccccc1)c1ccc(CSc2ccccc2)cc1	64
COc1cc(-c2nn(C(C)(C)C)cc2-c2ccnc(NCCCNS(=O)(=O)c3ccc(Br)cc3)n2)ccc1Cl	86
CNC(=O)c1cn(C2CC2)c2cc(N3CCN(C(C)=O)CC3)c(F)cc2c1=O	97
COc1ccc2occ(C3=C(c4cn(C)c5ccccc45)C(=O)NC3=O)c2c1	104
CCSc1nc(=S)cc(C)[nH]1	152
CCC(CN(C)C)c1ccccc1 (stereo unspecified)	96
O=C(N/N=C/c1ccc(Br)cc1)c1ccc(Cc2n[nH]c(=O)c3cccnc23)cc1	100
c1ccc(-c2nc3ccccc3nc2-c2ccccn2)nc1	94
O=C(NO)c1ccc(Cn2c(=O)n(-c3ccccc3)c(=O)c3ccccc32)cc1	1.3*
O=C1OC(c2ccc(-c3ccccc3)cc2)=C/C1=C/c1ccccc1	93
CN1CCN(Cc2ccc(NC(=O)c3[nH]ncc3Nc3ncnc4[nH]ccc34)cc2)CC1	-31*
O=C1C=C(c2ccccc2)OC(=O)C1C(=O)c1ccccc1 (stereo unspecified)	104&139
C1CCC(O[Si](OC2CCCCC2)(OC2CCCCC2)OC2CCCCC2)CC1	98
COc1ccccc1NC(=S)N(C)C	96
O=C1c2ccccc2C(=O)C(Cl)C1Cl (stereo unspecified)	-24*
N#Cc1ncc(-c2ccc(F)nc2)c(NC2CCCCCC2)n1	95
CCSC(SCC)SCC	107
Nc1ccc(S(=O)(=O)c2ccc(NCNc3nc(N)nc(N)n3)cc2)cc1	96
CC(O)CN(/N=C\c1ccc([N+](=O)[O-])o1)C(N)=O (stereo unspecified)	96
CCc1ccc(C(C(=O)O)N2CCN(c3cc(C)nn3-c3ccccc3)CC2)cc1 (stereo unspecified)	104
COc1cc(-n2c(C)nc3ncn(-c4ccccc4)c3c2=O)cc(OC)c1OC	107
CCCN1CC(Br)C(=O)NC1=O (stereo unspecified)	101
N#CCCC1=CC(CCC#N)(CCC#N)c2ccccc21	90
COC(=O)[C@]12CCC(C)(C)C[C@H]1C1=CC[C@@H]3[C@@]4(C)C/C(=C/c5ccccc5)C(=O)C(C)(C)[C@@H]4CC[C@@]3(C)[C@]1(C)CC2	100

Some of these compounds in order of molar mass, lowest first:
SMILES	HL-60(TB)
CCC(CN(C)C)c1ccccc1 (stereo unspecified)	96
CCSc1nc(=S)cc(C)[nH]1	152
CCSC(SCC)SCC	107
Cc1ncc(CO)c2c1OC(C)(C)OC2	101
O=C1c2ccccc2C(=O)C(Cl)C1Cl (stereo unspecified)	-24*
CCCN1CC(Br)C(=O)NC1=O (stereo unspecified)	101
N#CCCC1=CC(CCC#N)(CCC#N)c2ccccc21	90
c1ccc(-c2nc3ccccc3nc2-c2ccccn2)nc1	94
O=C1C=C(c2ccccc2)OC(=O)C1C(=O)c1ccccc1 (stereo unspecified)	104&139
N#Cc1ncc(-c2ccc(F)nc2)c(NC2CCCCCC2)n1	95
O=C1OC(c2ccc(-c3ccccc3)cc2)=C/C1=C/c1ccccc1	93
CN(CSc1ccccc1)c1ccc(CSc2ccccc2)cc1	64
COc1ccc2occ(C3=C(c4cn(C)c5ccccc45)C(=O)NC3=O)c2c1	104
CNC(=O)c1cn(C2CC2)c2cc(N3CCN(C(C)=O)CC3)c(F)cc2c1=O	97
O=C(NO)c1ccc(Cn2c(=O)n(-c3ccccc3)c(=O)c3ccccc32)cc1	1.3*
COc1cc(-n2c(C)nc3ncn(-c4ccccc4)c3c2=O)cc(OC)c1OC	107
CCc1ccc(C(C(=O)O)N2CCN(c3cc(C)nn3-c3ccccc3)CC2)cc1 (stereo unspecified)	104
C1CCC(O[Si](OC2CCCCC2)(OC2CCCCC2)OC2CCCCC2)CC1	98
CN1CCN(Cc2ccc(NC(=O)c3[nH]ncc3Nc3ncnc4[nH]ccc34)cc2)CC1	-31*
O=C(N/N=C/c1ccc(Br)cc1)c1ccc(Cc2n[nH]c(=O)c3cccnc23)cc1	100
COC(=O)[C@]12CCC(C)(C)C[C@H]1C1=CC[C@@H]3[C@@]4(C)C/C(=C/c5ccccc5)C(=O)C(C)(C)[C@@H]4CC[C@@]3(C)[C@]1(C)CC2	100
COc1cc(-c2nn(C(C)(C)C)cc2-c2ccnc(NCCCNS(=O)(=O)c3ccc(Br)cc3)n2)ccc1Cl	86

(listing goes on)
SMILES	HL-60(TB)
COc1ccc2c(c1)[C@@]1(C(=O)N2)C(C#N)=C(c2ccc(Cl)cc2)Nc2c1c(-c1ccccc1)nn2-c1ccccc1	37
Nc1cc(C(=O)O)nc(N)n1	98
O=C(Nc1ncc([N+](=O)[O-])s1)c1c(-c2ccccc2)noc1CO	91
COc1ccc(-c2nnc(SCC(=O)Nc3ccc(/C(C)=N\O)cc3)n2-c2ccccc2)cc1OC	77
CCc1c(C(=O)Nc2cc(S(=O)(=O)N(CC)CC)ccc2O)[nH]c(C)c1C(N)=O	91
Cc1ccccc1Cn1cnc2ccc(-c3cc(NC(=O)c4ccc(NC5CCN(C)CC5)cc4)n[nH]3)cc21	79
COC(=O)[C@@H](C)C[C@H](Cc1ccccc1)NC(=O)c1nc([C@@H](C[C@H](C(C)C)N(C)C(=O)[C@@H](NC(=O)[C@H]2C[C@H](O)CCN2C)C(C)C)OC(C)=O)sc1C(C)C	-42*
O=C(OCCCCCCOC(=O)c1cccc2c(=O)c3ccccc3[nH]c12)c1cccc2c(=O)c3ccccc3[nH]c12	101
O=C(O)c1ccccc1-c1ccccc1C(=O)Nc1ccc2oc(=O)c3ccccc3c2c1	74
Cn1c(O)c(N=NC(=O)c2cc(-c3ccccc3)on2)c2ccccc21	81
Cc1ccc2[nH]c(O)c(N=NC(=O)c3ccc(S(N)(=O)=O)cc3)c2c1	110
NC(=O)CCn1ccc2ccccc21	99
CN1C(=O)N(C)N(Cc2ccccc2)C(=O)N1Cc1ccccc1	100
CCn1cc(Nc2ncc3nnn(-c4ccc(C(=O)OC)cc4)c3n2)cn1	91
CCCCCCCC(C)(O)CC (stereo unspecified)	110
Nc1ccc2c(c1)oc1ccccc12	78
NNC(=O)CN1C(=O)NC2NC(=O)NC21 (stereo unspecified)	100
C#C[C@@]1(O)CC[C@@]2(C)[C@@H](CC[C@@H]3[C@@H]2CC[C@]2(C)[C@@H](O)CC[C@@H]32)C1	118
O=C(Nc1ccc(S(=O)(=O)Nc2cscn2)cc1)c1cccs1	86
S=C(N=Nc1ccccc1)NNc1ccccc1	97
CC1=N/C(=C\c2ccc(N(C)C)cc2)C(=O)N1CCc1ccc(S(N)(=O)=O)cc1	102
CCCCCCCC[C@@H]1N[C@@H](C(=O)OC)Cc2c1[nH]c1ccccc21	99
C=CCC(OC(C)=O)c1ccc(OC)c(OC)c1 (stereo unspecified)	116
O=C1/C(=C\c2ccc(Cl)cc2)SC(=S)N1Cc1nc2ccccc2[nH]1	99
CC(C)(C)OC(=O)N1CCC(O)[C@@H](O[Si](c2ccccc2)(c2ccccc2)C(C)(C)C)[C@H]1/C=C/c1ccccc1 (stereo partly specified)	56

The results go on:
SMILES	HL-60(TB)
O=C(O)c1ccc2c(c1Cl)C(=O)c1ccccc1C2=O	57
NC(=O)c1cnc2ccc(-c3csc(N)n3)cc2c1Nc1ccc(Cl)cc1	107
C=CCSc1nnc(-c2ccc3nc(-c4cc(OC)c(OC)c(OC)c4)[nH]c3c2)o1	116
COc1cc(CNC(=O)/C=C/c2ccccc2)ccc1OCC(=O)NO	121
NC(=N\N=C\c1ccccc1)/C(N)=N/N=C/c1ccccc1	114&126
CCC(C#N)N(Cc1ccc(CN(C(=O)c2ccccc2)C(C#N)CC)cc1)C(=O)c1ccccc1 (stereo unspecified)	111
CC1(C)CC(=O)C2=C(C1)N(CCc1ccc(S(N)(=O)=O)cc1)C1=C(C(=O)CC(C)(C)C1)C2c1ccccc1Br	122
O=C(Cn1c[n+](CC(=O)c2ccc(F)cc2F)c2ccccc21)Nc1cccc2cccnc12	100&84
O=C(Cn1cc(CN2CCN(c3ccnc4cc(Cl)ccc34)CC2)nn1)Nc1ccccc1	110
C[C@@H]1N=C(c2ccc3ncccc3c2)Nc2nc3ccccn3c2C1=O	92
COC(=O)c1c2c(n(-c3ccccc3)c1C)C=CCC2	80
Cc1ccc(C(=O)c2ccc(CC(=O)N/N=C/c3cc4ccccc4[nH]3)n2C)cc1	100
c1ccc(-c2noc(-c3ccccc3)n2)cc1	82
CCCCN(CCCC)CC(O)c1cc2ccc(C(F)(F)F)cc2c2cc(C(F)(F)F)ccc12 (stereo unspecified)	91
COc1ccc(C(=O)N2NC(=O)/C(=C/c3cn(-c4ccccc4)nc3-c3ccccc3)N=C2c2ccccc2)cc1	103
CC(C)N1CCN(Cc2ccc3c(NNC(=O)c4ccccc4)nc4cc(F)ccc4n23)CC1	8.4*
CCCCOC(=O)Cc1ccc(OC)c(OC)c1	86
Nc1ccc(C(=O)c2ccccc2)cc1	105
CC[C@H](C)[C@H]1O[C@]2(C=C[C@@H]1C)C[C@@H]1C[C@@H](C/C=C(\C)[C@@H](O[C@H]3C[C@H](OC)[C@@H](O[C@H]4C[C@H](OC)[C@@H](NC)[C@H](C)O4)[C@H](C)O3)[C@@H](C)/C=C/C=C3\CO[C@@H]4[C@H](O)C(C)=C[C@@H](C(=O)O1)[C@]34O)O2	-60*
N#C/C(=C\c1ccc(Cl)cc1)C(=O)c1c[nH]c2ccccc12	105
COc1ccc(CCN2CC=Cn3c2nc2ccccc2c3=O)cc1	-8.0*
COCC(C)(COP(=O)(N1CCOCC1)N1CCOCC1)CC(C)COP(=O)(N1CCOCC1)N1CCOCC1 (stereo unspecified)	104
COc1cc(NCCCN(CC(C)C)C2CCCC2)c2ncccc2c1	22
O=C(CSc1n[nH]c(-c2ccncc2)n1)Nc1ccc(Cl)cc1	69
COc1ccc(-c2cc(C(=O)Oc3ccc(C=O)cc3OC)nn2-c2ccc(S(C)(=O)=O)cc2)cc1	86

In a second layout: results already given.
CN1C(=O)N(C)N(Cc2ccccc2)C(=O)N1Cc1ccccc1
  HL-60(TB): 100
CC1=N/C(=C\c2ccc(N(C)C)cc2)C(=O)N1CCc1ccc(S(N)(=O)=O)cc1
  HL-60(TB): 102

Next section
SMILES	HL-60(TB)
CCn1c(-c2ccc(Br)cc2)cc(-c2cccn2C)c(C#N)c1=O	102
Cn1c(=O)c2nc(CCC(=O)Nc3ccccc3)c(=O)[nH]c2n(C)c1=S	97
CCN1C(=O)N(CC)C2C1NC(=S)N2/N=C/C=C/c1ccccc1OC (stereo unspecified)	-21*
COC(=O)c1nn(-c2ccccc2)c(N)c1C(=O)c1cccn1C	101
C=C1CC2(OC1=O)C(=O)N(CCCN1C(=O)C3(CC(=C)C(=O)O3)c3ccccc31)c1ccccc12 (stereo unspecified)	-27*
COc1ccc(S(=O)(=O)/N=c2\c3ccccc3cnn2C2=NCCN2S(=O)(=O)c2ccc(OC)cc2)cc1	96
Cc1cc(=O)oc2cc(OCC(O)CNN3C(=O)c4cccc5c(NC6CCCCC6)ccc(c45)C3=O)ccc12 (stereo unspecified)	106
CCCCOc1ccc(C(C)(C)c2ccc(OCCCC)cc2)cc1	93
N#Cc1c(-c2ccccc2)nc(N2CCOCC2)[nH]c1=O	50
COc1cccc(-c2cc(=O)oc3cc(O)ccc23)c1	103
O=c1c2cnn(-c3ccccc3)c2n2c(Nc3ccccc3)nnc2n1-c1ccccc1	105
O=C(Nc1ccc(OCc2ccc(Br)cc2)cc1)c1ccc2nc(NC(=O)c3ccc(NCCc4ccccc4)c([N+](=O)[O-])c3)sc2c1	81
COc1ccc(-c2c3c(nn2Cc2ccccc2)CCc2cnoc2-3)cc1OC	87
COC(=O)C(=O)C(C(=O)C(=O)Nc1cc(Cl)c(Cl)cc1Cl)c1nc2ccc([N+](=O)[O-])cc2[nH]c1=O (stereo unspecified)	102
Cc1ccccc1COc1ccc(-c2ccnn2-c2ccc(Cl)cc2)cc1	13
NC(C(=O)O)(c1ccccc1)c1ccc(Cl)cc1 (stereo unspecified)	87
CCOC=C(C(=O)OCC)C(=O)OCC	106
CC(C)(C)C(=O)C(=O)C(C)(C)C	102

A portion of the library (hit frequency here may not be typical).
